# Glioma ERSR ind: qHTS for Inducers of the Endoplasmic Reticulum Stress Response (ERSR) in Human Glioma: qHTS. U87-MG GRP78 promoter luciferase reporter, 16 h. Potency, µM, for inactives: top-dose activation, hits mostly activators. 420,000 tested, 0.02% active. AID 602332, 2012; also: potency is read from the fitted curve at half-maximal effect; series mostly up to about 76 µM; % of control where 0% means no effect; nearly all actives have a fitted effect of over 35% in size
#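 Stably transfected U87-MG human glioma cells carrying a GRP78-based luminescent sensor were seeded at 1000 cells/well, pin-dosed with compounds and incubated 16 h. Luciferase reagent was then added, and end-point luminescence was read after 10 min at room temperature.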
# LDHA inh: qHTS assay for inhibitors of human lactate dehydrogenase; 480,000 tested, 0.15% active; AID 1347041, 2019; L-lactate dehydrogenase A chain (Homo sapiens), P00338; purified LDHA, NADH/diaphorase-resazurin fluorescence; active compounds read low; activity change, % (values are at about 110 or 230 µM); in the data active = activity change below about -30%; inconclusive = mostly about -25% to -30%;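 also: plate controls were DMSO wells for no effect and wells without enzyme for full effect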
#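 Enzyme activity of human lactate dehydrogenase 5 (2 nM; 0.06 mM NADH, 0.2 mM pyruvate, 5 min, RT) is measured via a resazurin/diaphorase fluorescence readout of residual NADH.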
# TrxR1 substrate: qHTS Assay for Substrates of Mammalian Selenoprotein Thioredoxin Reductase 1 (TrxR1): qHTS; AID 588456, 2011; 390,000 tested, 0.01% active; Thioredoxin reductase 1, cytoplasmic (Rattus norvegicus), O89049; Potency, µM (titrated, usually from 114 µM), inactives show at the highest dose activity change, negative = substrate turnover; purified TrxR1 substrate turnover, NADPH consumption readout; also: potency is read from the fitted curve at half-maximal effect; % is scaled to controls: 0 for no effect and ±100 for the full control effect; nearly all actives have a fitted effect of over 50% in size
# Target sequence (O89049 whole entry, looked up): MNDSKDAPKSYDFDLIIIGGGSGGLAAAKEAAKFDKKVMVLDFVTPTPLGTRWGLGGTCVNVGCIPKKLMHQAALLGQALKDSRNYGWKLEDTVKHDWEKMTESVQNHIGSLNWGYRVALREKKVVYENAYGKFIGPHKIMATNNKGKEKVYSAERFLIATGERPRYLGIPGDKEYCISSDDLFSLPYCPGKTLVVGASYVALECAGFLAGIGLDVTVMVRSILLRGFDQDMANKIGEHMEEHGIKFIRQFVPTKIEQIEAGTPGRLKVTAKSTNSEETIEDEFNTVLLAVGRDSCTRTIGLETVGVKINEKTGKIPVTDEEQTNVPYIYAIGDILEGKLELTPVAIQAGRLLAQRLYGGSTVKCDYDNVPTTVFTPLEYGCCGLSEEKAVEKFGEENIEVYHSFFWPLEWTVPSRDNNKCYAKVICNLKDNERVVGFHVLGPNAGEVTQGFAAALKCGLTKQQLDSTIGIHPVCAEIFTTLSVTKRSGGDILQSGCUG
#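 Rat TrxR1, dispensed at 90 nM, was prereduced with 400 uM NADPH (final) for 5 min at ~22 deg C, then incubated with compound 15 min before 400 uM selenite. A first-read NADPH fluorescence drop versus no-compound background flagged substrates.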
# RXFP1 agonist: qHTS Assay for Agonists of the Relaxin Receptor RXFP1; Relaxin receptor 1 (Homo sapiens), Q9HBX9; 370,000 tested, 0.3% active; HEK293T-RXFP1 cAMP TR-FRET, 30 min; response scale: percent of porcine relaxin response, buffer zero; Potency, µM (top dose mostly 57.5 µM), inactives show at the highest dose activation, actives largely listed as activators; also: potency is read from the fitted curve at half-maximal effect; % is scaled to controls: 0 for no effect and ±100 for the full control effect; nearly all actives have a fitted effect of over 60% in size; many of its hits are not listed in these tables
#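 cAMP rise read by TR-FRET after 30 min, 37C compound exposure (up to 58 uM) in RXFP1-transfected HEK293 cells with Ro 20174 present. EC50 from Hill-equation fits, with 29 nM porcine relaxin as 100% and buffer as basal.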
# Vif-A3G inh: qHTS for Inhibitors of Vif-A3G Interactions: qHTS; 410,000 tested, 0.076% active; DNA dC->dU-editing enzyme APOBEC-3G (Homo sapiens), Q9HC16; HeLa A3G-eYFP + Vif (tagged APOBEC3G with the HIV-1 protein that degrades it), YFP fluorescence, overnight; Potency, µM (series often up to 46.1 µM), inactives show top-dose activity, negative = active, actives largely listed as inhibitors;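 also: potency is read from the fitted curve at half-maximal effect; % is scaled to controls: 0 for no effect and ±100 for the full control effect; nearly all actives have a fitted effect of over 60% in size; hits raise eYFP signal because A3G escapes Vif-driven loss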
#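 Read-out is eYFP fluorescence (Ex 488/Em 500-530) from Vif-expressing HeLa A3G-eYFP cells; more signal means A3G escaped Vif-mediated degradation. Cells plated overnight, compound pinned in, incubated overnight at 37 deg C.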
# USP1-UAF1 inh: Inhibitors of USP1/UAF1: Primary Screen; recombinant USP1/UAF1, Ub-Rhodamine cleavage fluorescence; Ubiquitin carboxyl-terminal hydrolase 1 (Homo sapiens), O94782; AID 743255, 2014; 390,000 tested, 0.23% active; Potency, µM (series often up to 57.1 µM), without a hit: at the top dose activity change, negative = inhibition, most hits filed as inhibitors; also: potency is read from the fitted curve at half-maximal effect; % is scaled to controls: 0 for no effect and ±100 for the full control effect; nearly all actives have a fitted effect of over 60% in size; inactives centre near -12
#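 USP1/UAF1 complex (1 nM) preincubated 15 min at room temperature with compound, then Ub-Rho substrate (150 nM final) added. Kinetic fluorescence at 480/540 nm over 6 reads at 60 s intervals; 50 mM HEPES pH 7.8, 0.5 mM EDTA, 0.1 mg/ml BSA, 1 mM TCEP, 0.01% Tween-20.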
# PI4K2A block: qHTS for small molecular inhibitors of PI4K2A; activity change, negative = inhibition, % at 76.9 µM; 420,000 tested, 0.13% active; purified PI4K2A, ADP-Glo luminescence, 1 h; active compounds read low; Phosphatidylinositol 4-kinase type 2-alpha (Homo sapiens), Q9BTU6; in the data active = activity change below about -50%; inconclusive = mostly about -30% to -49%;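 also: -100% = wells without enzyme as full effect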
# Target sequence (Q9BTU6 whole entry, looked up): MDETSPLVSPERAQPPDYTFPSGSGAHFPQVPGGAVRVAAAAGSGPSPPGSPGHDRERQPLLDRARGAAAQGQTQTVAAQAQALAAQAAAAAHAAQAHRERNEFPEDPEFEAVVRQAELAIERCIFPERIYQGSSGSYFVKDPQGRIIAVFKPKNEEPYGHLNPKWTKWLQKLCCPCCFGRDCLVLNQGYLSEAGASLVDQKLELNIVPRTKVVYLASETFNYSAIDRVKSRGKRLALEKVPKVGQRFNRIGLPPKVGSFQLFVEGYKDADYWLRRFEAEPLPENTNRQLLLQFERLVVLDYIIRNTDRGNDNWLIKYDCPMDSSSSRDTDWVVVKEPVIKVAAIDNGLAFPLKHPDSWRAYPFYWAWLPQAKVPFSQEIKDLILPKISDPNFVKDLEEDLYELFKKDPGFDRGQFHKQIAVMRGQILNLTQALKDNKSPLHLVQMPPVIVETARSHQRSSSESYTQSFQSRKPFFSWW
#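 ADP-Glo luminescence measured ADP generated by PI4K2A enzyme (4 ug/mL before mixing) with 1.2 mM PI substrate (pre-mix) and 300 microM ATP (pre-mix). Tris pH7.5 buffer with MgCl2, Triton X-100; 1 h reaction at ambient temperature.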
# Vif-APOBEC3F blk: qHTS for Inhibitors of Vif-A3F Interactions: qHTS. HeLa A3F-eYFP + Vif (tagged APOBEC3F with the HIV-1 protein that degrades it), YFP fluorescence increase. 390,000 tested, 0.2% active. Potency, µM (series often up to 46.1 µM), without a hit: top-dose activity, negative = active. AID 602313, 2012; also: potency is read from the fitted curve at half-maximal effect; % of control where 0% means no effect; nearly all actives have a fitted effect of over 65% in size
#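 HeLa cells stably expressing Vif plus C-terminally eYFP-tagged A3F were seeded, incubated overnight at 37 deg C, dosed with compound, incubated overnight again at 37 deg C. Yellow fluorescence (Ex 488/Em 500-530) reported blocked Vif-mediated A3F-eYFP degradation.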
# mIDH1 inhibitor: qHTS for Inhibitors of mutant isocitrate dehydrogenase 1 (IDH1): qHTS | Isocitrate dehydrogenase [NADP] cytoplasmic (Homo sapiens), O75874 | IDH1-R132H enzyme, NADPH consumption, diaphorase/resazurin fluorescence | Potency, µM (doses to about 76.6 µM), without a hit: at the highest dose activity change, negative = inhibition, most hits filed as inhibitors | 390,000 tested, 0.093% active | AID 602179, 2012; also: potency is read from the fitted curve at half-maximal effect; % is scaled to controls: 0 for no effect and ±100 for the full control effect; nearly all actives have a fitted effect of over 65% in size
#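 IDH1-R132H (0.5 ug/mL dispensed) in pH 7.5 Tris buffer was preincubated 30 min with compound, then given a substrate mix of 0.016 mM NADPH and 2 mM alpha-KG for 80 min at room temperature; remaining NADPH was read by diaphorase/resazurin fluorescence.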
# * marks the source's active call; other numbers are inactive results; u = inconclusive; x = not tested or not shown; [ ] = dose if it differs, or a comment. Unless noted, calls follow the shape of the dose curve; as a rule, active = well fitted curve in the direction sought with a large enough effect; inconclusive = small, poorly fitted or top-dose-only effect, or another doubt; inactive = no such curve, though single readings can be large; an effect the other way counts as inactive or inconclusive. The list is partial; the hit share may differ from the screen's.
SMILES,Glioma ERSR ind,LDHA inh,TrxR1 substrate,RXFP1 agonist,Vif-A3G inh,USP1-UAF1 inh,PI4K2A block,Vif-APOBEC3F blk,mIDH1 inhibitor
CCc1ccc(NC(=O)CSc2n[nH]c(C)c2[N+](=O)[O-])cc1,-3%,-1,-5%,1.7%,-2%,-10%,-1,-1%,6%
CC1CCN(C(=O)c2ccc(SCc3ccccc3F)c([N+](=O)[O-])c2)CC1,-1%,-9,3%[57.1 µM],-1.6%,-7%,-15%,-1,-3%,-1%
O=C(Nc1ccccc1)C1C(c2ccccc2)C1(Cl)Cl (configuration not stated),-4%,-5,0%[57.1 µM],-0.9%,0%,-24%,0,-9%,7%
Cc1ccc([N+](=O)[O-])cc1NC(=O)CN(C1CCCCC1)S(=O)(=O)c1ccc(Cl)cc1,-3%,-11,-2%,3.1%,-2%,-5%,6,-4%,-2%
Nc1nc2c(ncn2[C@@H]2O[C@H](CNCc3ccc(F)c(N4CCOCC4)c3)[C@@H](O)[C@H]2O)c(=O)[nH]1,-2%,-1,x,x,-3%,x,-1,x,x
COc1cc(OC)nc(Oc2cc(C=O)ccc2OC)n1,-3%,-4,8%[57.1 µM],2.8%,-15%,-2%,6,-21%,-4%
Cc1ccc(/C=N/NC(=O)c2cccc(S(=O)(=O)Nc3ccccc3Cl)c2)o1,-5%,-1,-5%,7.4%,-5%,-17%,-1,-14%,7%
COc1ccc(OC)c(CNc2ncnc3onc(-c4ccc(Cl)cc4)c23)c1,-2%,-3,-1%,1.0%,u,-33%,-3,-12%,-6%
Cc1ccccc1NC(=O)Cc1nc(COC(=O)CSc2ccccc2)cs1,-2%,-7,-2%,-1.1%,-1%,-13%,-3,-3%,15%
O=C(O)CNC(=O)/C(=C/c1ccco1)NC(=O)/C=C/c1ccccc1,-3%,-7,4%,4.1%,-2%,-16%,2,0%,2%
CCOC(=O)c1ccc(NC(=S)N(CCN(C)C)Cc2cccs2)cc1,1%,1,-13%[57.1 µM],1.4%,1%,-12%,3,-14%,5%
COCCCNC(=O)Cn1cc(/C=C(\C#N)C(=O)NC2CCCC2)c2ccccc21,0%,0,29%,0.9%,-9%,-17%,-2,-1%,9%
COc1ccc(CCNC(=O)CCCCn2c(=O)c3ccccc3n(Cc3ccccc3)c2=O)cc1OC,-3%,-1,-3%,2.1%,-1%,-30%,-5,-1%,1%
COc1ccccc1/C=C(\NC(=O)c1ccccc1)C(=O)NCc1ccco1,-5%,-10,0%,-0.7%,-3%,-5%,-1,-4%,-3%
COc1ccc(-c2n[nH]c3c2cnc2cc(OC)c(OC)cc23)cc1,-3%,-6,4%[57.1 µM],0.6%,-1%,-31%,4,-4%,9%
Cc1onc(-c2ccccc2Cl)c1C(=O)N1CCN(C)CC1,-2%,-6,6%,-2.1%,-7%,-10%,3,2%,7%
O=C(CCC(=O)N1CCOc2ccccc21)N1CCN(c2ccccc2)CC1,-5%,-12,-1%[57.1 µM],2.2%,0%,-11%,-7,-5%,-10%
O=C(COc1ccc(F)cc1)Nc1ccc2nc(SCCOc3ccccc3)sc2c1,-2%,-4,-2%,0.2%,2%,-14%,4,0%,-5%
COc1ccc([C@H]2[C@@H](C#N)[C@H](C#N)N3CCCN23)cc1,-3%,1,6%,-0.1%,-2%,-13%,2,3%,7%
CCC(C)Nc1nc(C)nc2c1oc1ccccc12 (configuration not stated),2%,-7,3%,-1.3%,0%,-17%,2,6%,9%
CNC(=O)COC(=O)c1ccc(OCC(=O)Nc2ccccc2OC)c(OC)c1,-2%,0,5%[57.1 µM],11%,3%,3%,7,-12%,1%
COC(=O)c1c(C)[nH]c(C=Nc2ccc(OC)cc2)c1C,1%,9,-10%,2.6%,-2%,-29%,-1,2%,3%
Cc1ccc(C(=O)C(C)OC(=O)c2ccccc2[N+](=O)[O-])cc1 (configuration not stated),1%,-1,-8%,0.2%,0%,-9%,1,-20%,6%
Cc1ccccc1N1CCN(C(=O)c2ccc(Oc3ccc(C(F)(F)F)cn3)cc2)CC1,-2%,4,-10%,-0.3%,1%,-20%,-1,-1%,5%
CCc1ccc(/C=C2\SC(=S)N(CCCC(=O)Nc3cc(C)on3)C2=O)cc1,-13%,-2,x,x,-4%,u,2,1%,6%
# (more compounds)
SMILES,Glioma ERSR ind,LDHA inh,TrxR1 substrate,RXFP1 agonist,Vif-A3G inh,USP1-UAF1 inh,PI4K2A block,Vif-APOBEC3F blk,mIDH1 inhibitor
CC(=O)Nn1cnc2c(c1=O)C1(CCCCC1)Cc1ccccc1-2,-2%,-9,1%,0.1%,-1%,-20%,-7,-3%,3%
CCOC(=O)Cn1c(=O)cc(-c2ccccc2)c2c(C)nn(C)c21,-5%,-1,12%[57.1 µM],3.4%,0%,u,4,1%,-9%
CC12CCC(=O)N1C(C(=O)Nc1cc(Cl)ccc1N1CCCC1)CS2 (configuration not stated),9%,-4,-3%,1.3%,0%,-5%,-4,-3%,2%
COc1ccc(N=C2SC(CC(=O)Nc3ccccc3)C(=O)N2Cc2ccco2)cc1 (configuration not stated),-4%,-1,-2%[57.1 µM],2.1%,-1%,0%,0,1%,1%
CCOC(=O)Cc1csc(SCC(=O)Nc2nccs2)n1,-3%,-3,1%,1.1%,0%,-18%,-4,0%,0%
O=C1CC(NS(=O)(=O)c2ccc([N+](=O)[O-])cc2)CN1c1ccc(Cl)cc1 (configuration not stated),-1%,4,-18%,0.5%,4%,-22%,-5,-9%,5%
CC(=O)C1=C(O)C(=O)N(CCO)C1c1ccccc1 (configuration not stated),-3%,0,-7%,2.9%,0%,-7%,2,-2%,5%
COc1ccc(N2CCN(C(=O)CN3C(=O)NC(C)(c4ccc5ccccc5c4)C3=O)CC2)cc1 (configuration not stated),-4%,1,12%,-1.2%,1%,-7%,-5,3%,3%
CCOc1cc2c(cc1OCC)C(c1ccccc1OC)OC(=O)C2 (configuration not stated),-3%,-2,-10%,0.2%,1%,1%,-2,-1%,-5%
C/C(N)=C(/C#N)C(=O)CSc1nc2scc(-c3ccc(F)cc3)c2c(=O)n1C,-1%,-9,-3%,-0.3%,0%,-13%,5,1%,3%
O=C(CCS(=O)(=O)c1cc(Br)cc2c1N(C(=O)C1CC1)CC2)Nc1ccc(C(F)(F)F)cc1,-3%,-2,8%,13%,3%,-3%,-1,0%,-6%
c1ccc(-n2c(Cc3cccnc3)nc3cnccc32)cc1,-3%,0,-9%,x,1%,-5%,-2,0%,9%
Cn1nc(C(=O)Nc2ccc(Br)cc2)cc1C(=O)Nc1ccc(Br)cc1,-2%,-15,7%,u,2%,0%,3,2%,-9%
CC(=O)Nc1ccc(CN2CCCC(CO)(Cc3ccccc3C)C2)cc1 (configuration not stated),-6%,-1,-6%[57.1 µM],-2.9%,3%,-16%,1,4%,2%
CC(C(=O)Nc1cccnc1)c1ccc([N+](=O)[O-])cc1 (configuration not stated),1%,1,0%,0.6%,1%,-5%,3,3%,-4%
CCNCCNC(=O)c1c(O)c2c([nH]c1=O)CCCC2,-4%,9,5%,2.5%,1%,-29%,-1,0%,1%
O=C(NCCCn1ccnc1)c1ccccc1F,-1%,-6,8%[57.1 µM],-1.6%,0%,-5%,3,5%,18%
COc1ccc(S(=O)(=O)Nc2ccc3c(c2)sc(=O)n3C)cc1Cl,1%,-5,-3%[57.1 µM],0.5%,-9%,-17%,-2,-13%,-28%
CCCCN(C)C(=O)c1nc2ccccn2c1CN1CCC[C@H]1C(=O)OC,6%,-12,-1%[57.1 µM],3.2%,-2%,0%,2,-14%,-3%
Cc1ccsc1C(=O)OC(C)C(=O)Nc1ccc(Cl)cn1 (configuration not stated),-5%,-1,-1%,x,2%,-22%,-4,5%,4%
CCCNc1ccc(-c2nc(-c3ccccn3)no2)cc1[N+](=O)[O-],0%,-1,6%,-6.4%,4%,-8%,-5,3%,-11%
O=C(Cn1ncc2c([nH]c3ccccc32)c1=O)Nc1cccnc1,-1%,-7,u,-2.9%,-2%,-16%,4,-3%,-8%
Cc1cc(C(=O)N2CCCC(CO)(Cc3ccc(F)cc3F)C2)nn1C (configuration not stated),-5%,-17,x,x,-3%,u,0,0%,0%
CC1(Cc2cc(Cl)ccc2C(F)(F)F)C(=O)Nc2ccc(OC(F)(F)F)cc21 (configuration not stated),-12%,-2,x,x,-2%,x,2,x,x
CCOC(=O)c1c(NC(C)=O)c2c3c(sc2n1Cc1nc(-c2ccccc2OCC)oc1C)CCCC3,x,-1,-4%,0.9%,x,-23%,1,x,x

# Bioassay records (PubChem)
